sgs1 mgt1: NCI yeast anticancer drug screen, S. cerevisiae sgs1 mgt1 strain | hit rate 10% among 78,000 | % growth inhibition at 50 µM;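 note: 0% = growth of vehicle-only cultures of the same strain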
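Yeast cells carrying a defined DNA-repair defect were exposed to test compounds. Growth inhibition was measured relative to vehicle-treated controls.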
yeast mec2-1: NCI yeast anticancer drug screen, S. cerevisiae mec2-1 strain; % growth inhibition at 50 µM; hit rate 9% among 79,000;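 note: 0% = growth of vehicle-only cultures of the same strain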
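Using mec2-1 yeast: add compound, measure growth, express inhibition versus vehicle-treated cultures.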
cln2 rad14: NCI yeast anticancer drug screen, S. cerevisiae cln2 rad14 strain; growth inhibition, % at 50 µM; hit rate 8.3% among 78,000;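 note: 0% = growth of vehicle-only cultures of the same strain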
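Growth of compound-exposed yeast (cln2 rad14 genotype) measured and expressed as inhibition relative to vehicle.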
yeast rad50: NCI yeast anticancer drug screen, S. cerevisiae rad50 strain | % growth inhibition at 50 µM | hit rate 10% among 79,000;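 note: 0% = growth of vehicle-only cultures of the same strain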
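Readout: growth inhibition relative to vehicle-treated cultures. Compound exposure was carried out in a genetically defined yeast strain deficient in DNA damage repair.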
bub3: NCI yeast anticancer drug screen, S. cerevisiae bub3 mutant strain | AID 167 | % growth inhibition at 50 µM | hit rate 9.9% among 78,000;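 note: 0% = growth of vehicle-only cultures of the same strain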
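Screening used yeast with an engineered genetic alteration affecting cell cycle control. Compound-exposed cultures were compared with vehicle cultures, and reduced growth was taken as inhibition.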
yeast mlh1 rad18: NCI yeast anticancer drug screen, S. cerevisiae mlh1 rad18 strain | % growth inhibition at 50 µM | hit rate 11% among 79,000;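 note: 0% = growth of vehicle-only cultures of the same strain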
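Compound-treated yeast growth, normalised to vehicle controls. Strain bears defined DNA repair mutations.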
Active calls of the source: *; . = not tested or not shown; & = joins results of further samples; ! = not confirmed by another sample. Cut-off read from the data, not from the text of the source: active = growth inhibition above about 70%; inactive = the rest. The order is random; any-hit rate near 15%.

SMILES	sgs1 mgt1	yeast mec2-1	cln2 rad14	yeast rad50	bub3	yeast mlh1 rad18
C=C[C@]1(C)C=C2CC[C@@H]3[C@](C)(CCC[C@@]3(C)C(=O)O)[C@H]2CC1	14	9	-9	14	-2	30
CC(=O)/C=C/C=C\C=C/N=C(c1ccccc1)c1ccccc1	-3	-1	3	-8	26	-4
Cc1cc(C(=O)O)c(C)c2c1sc1ccccc12	63	27	42	77*	51	81*
[N-]=[N+]=NC[C@H]1OCO[C@H](CN=[N+]=[N-])[C@H]2OCCOCCOc3ccccc3OCCOCCO[C@@H]21	-12	-10	-16	-13	-31	-18
C=C1CC[C@@H](Br)C(C)(C)[C@]12CCC(C)(O)C(Cl)C2 (stereo not given in full)	92*	94*	91*	92*	92*	91*
CCCCC/C(=N\O)C(C)=O	-6	-18	30	22	4	19
Cc1ccc(S(=O)(=O)CBr)cc1	7	14	3	5	5	5
CN1CCN(CC(O)c2ccccc2)CC1 (stereo not given)	6	-7	40	-4	11	15
CCOC(=O)OCCOCCOC(=O)OCC	-31	-14	19	-2	-3	26
NC1CCC2(O)c3ccccc3C2C1 (stereo not given)	22	0	19	-1	6	7
COC(=O)/C=C/c1cc(=O)n2c(nc3ccccc32)s1	-13	-20	-35	-11	-41	-12
CC(c1ccc(N(C)C)cc1[N+](=O)[O-])c1ccc(N(C)C)cc1[N+](=O)[O-]	12	-10	4	3	17	12
O=c1[nH]nc(Cc2ccccc2)n1/N=C/c1ccc([N+](=O)[O-])cc1	-53	-26	-61	-36	-21	-61
CCOC(=O)/C=C(\C)c1ccc(OC)cc1	-3	-22	-8	7	-9	12
N#Cc1c(-c2ccccc2)cc(-c2cccs2)c(C#N)c1N	8	4	-35	4	13	21
CSc1nc2nc(C)c(C)nc2c(=O)[nH]1	-44	-19	4	-22	-1	-32
CCOC(=O)CC(=O)C(=O)NNC1=NCCCN1	-20	-5	14	7	2	0
C/C(C/C(C)=N/O)=N/O	3	-6	0	-9	-3	18
O=C(c1ccc([N+](=O)[O-])cc1)N1CCCCC1	-13	-7	9	10	-8	12
CSc1nc2[nH]ncc2c(=O)[nH]1	15	6	-41	-20	-3	-6
Oc1ccccc1CNCc1nc2ccccc2[nH]1	-12	-2	-9	-8	-4	19
CCN(CC)C(=O)CC(C)(C)O	-6	9	-1	5	6	-2
BrC1C2CC/C=C\CCC12 (stereo not given)	11	23	12	44	18	14
Cc1cc(Cl)ccc1NC(=O)Nc1c(Oc2ccc(Cl)cc2)ccc(Cl)c1S(=O)(=O)O	55	37	4	77*	-1	46
Nc1cc(C(=O)O)c2ccccc2c1	-6	-7	-17	4	3	5
Cc1c(Cl)cccc1NC(=O)CCl	28	32	6	8	-4	16
O=Cc1ccc(C=O)o1	29	-2	6	4	-12	14
COc1ccc(C(c2cc3c(cc2O)OCO3)n2ccnc2)cc1 (stereo not given)	12	12	-56	9	12	5
CC(C)C(Br)C(=O)NC(Cc1ccccc1)C(=O)O (stereo not given)	.	-14	.	-5	.	-5
NC1c2c(Cl)sc(Cl)c2C(=O)C1O (stereo not given)	-10	15	-4	-1	4	-40

Laid out differently: results already given.
structure | sgs1 mgt1 | yeast mec2-1 | cln2 rad14 | yeast rad50 | bub3 | yeast mlh1 rad18
BrC1C2CC/C=C\CCC12 (stereo not given) | 11 | 23 | 12 | 44 | 18 | 14
Cc1cc(Cl)ccc1NC(=O)Nc1c(Oc2ccc(Cl)cc2)ccc(Cl)c1S(=O)(=O)O | 55 | 37 | 4 | 77* | -1 | 46
Nc1cc(C(=O)O)c2ccccc2c1 | -6 | -7 | -17 | 4 | 3 | 5
Cc1c(Cl)cccc1NC(=O)CCl | 28 | 32 | 6 | 8 | -4 | 16
O=Cc1ccc(C=O)o1 | 29 | -2 | 6 | 4 | -12 | 14
COc1ccc(C(c2cc3c(cc2O)OCO3)n2ccnc2)cc1 (stereo not given) | 12 | 12 | -56 | 9 | 12 | 5

Other records follow.
SMILES	sgs1 mgt1	yeast mec2-1	cln2 rad14	yeast rad50	bub3	yeast mlh1 rad18
COc1ccc2nc(C3CCCCC3C(=O)O)cc(C)c2c1 (stereo not given)	-6	-5	-27	-9	-4	-1
CC(C)NC(=O)Nc1ccccc1Cl	7	-9	-29	-4	-12	-1
CC(=O)OCC1OC(n2c(-c3ccc(C)cc3)cc(-c3ccccc3)c(C#N)c2=O)C(OC(C)=O)C(OC(C)=O)C1OC(C)=O (stereo not given)	22	25	25	2	18	25
CCCCCc1c(Cl)nc(Cl)nc1Cl	12	11	-39	-14	27	-18
O=C1c2ccccc2-c2cc3ccccc3c(=O)n21	81*	85*	14	92*	84*	81*
Nc1nccc2c1ncn2C1C=C(CO)C(O)C1O (stereo not given)	54	45	58	39	57	-8
CC(=O)O/N=C(\C(c1ccccc1)c1ccccc1)C1c2ccccc2-c2ccccc21	97*	89*	91*	91*	65	96*
CN1CC(O)CN(C)C1=S	2	-8	-35	-9	-8	-5
C[n+]1c(-c2ccc(/C=N/NC(=O)c3cc(O)c(C(=O)N/N=C/c4ccc(-c5cn6ccccc6[n+]5C)cc4)cc3O)cc2)cn2ccccc21	-16	-14	-39	-31	-32	-10
CC(Nc1ccc([N+](=O)[O-])cc1)S(=O)(=O)O (stereo not given)	13	0	17	7	12	18
CCCCCCC/C=C/C1CC(=O)OC1=O (stereo not given)	10	11	7	18	4	30
CC1(C)C2CCC1(CS(=O)(=O)Nc1ccccc1)C(=O)C2 (stereo not given)	2	-8	-2	10	64	16
O=C(O)/C(=C/c1ccccc1)c1ccc2ccccc2c1Br	100*	100*	99*	100*	100*	100*
c1ccc(-c2ccccc2NC2=NCCO2)cc1	2	-3	-25	7	11	6
N#CC(c1ccccc1)N(CCOCCOCCN(C(=O)c1ccccc1)C(C#N)c1ccccc1)C(=O)c1ccccc1 (stereo not given)	10	4	-6	8	25	-41
COc1cc2c3cc1Oc1c(OC)c(OC)cc4c1C(=NCC4)Cc1ccc(cc1)Oc1cc(ccc1O)C[C@H]3N(C)CC2	11	-7	10	40	25	-63
COC(=O)c1nc2ccc([N+](=O)[O-])cc2n1O	3	20	36	2	5	4
CN(CC(=O)O)C(=O)CNC(=O)CNC(=O)OCc1ccccc1	5	-2	22	17	14	10
Cc1nc(N)nc(-c2ccccc2)c1N=Nc1ccc(Br)cc1Br	13	-9	-3	36	1	8
S=C(Nc1ccc2c(c1)Cc1ccccc1-2)Nc1ccc2c(c1)Cc1ccccc1-2	-40	19	-13	26	27	31
O=C(O)C1=CN=C(C(=O)O)NN1	-29	-23	20	-24	-4	-35
COc1cc(C(=O)OCC(C)C)ccc1O	3	6	-16	15	45	3
NNC(=O)CC(N)C(N)=O (stereo not given)	-3	4	13	-4	27	16
COc1ccc2nc3cc(Cl)ccc3c(Sc3ccccc3[N+](=O)[O-])c2c1	-18	-24	17	-29	-17	-22
O=C1c2cc3c(cc2CC12Cc1cc4c(cc1C2=O)CCC4)CCCC3 (stereo not given)	1	-53	-29	6	0	-22
COc1ccccc1NC(=O)N(Cc1ccccc1)C(C)(C)C	30	9	-10	12	19	33
O=C(O)Cc1cccc2cc3c(ccc4ccccc43)cc12	10	91*	97*	48	93*	97*
CC(=O)Nc1ccc(/C=C2\C(=O)Nc3ccccc32)cc1	-23	-20	-12	-15	-8	-6
N#CC1(C#N)C(C#N)(C#N)C12CCC2	51	50	-2	35	70*	84*
CCCCCCCCCCCCCCCCCC[n+]1cccc(C(=O)c2ccccc2)c1	100*	100*	97*	99*	99*	100*
Cc1nc2ccccc2n(C)c1=O	-16	-6	7	5	-8	1
COC(CCC#N)c1ccc(Cl)cc1 (stereo not given)	-27	-21	2	-32	-32	-27
C=CCNC(=S)NNC(=S)NNc1ccccc1	.	-1	.	15	.	8
Nc1nc(SCc2ccccc2)c2ncn(C3CC(O)C(CO)O3)c2n1 (stereo not given)	3	-1	-100	0	-1	-6
CC(C)c1ccc(C=Nc2ccc(SSc3ccc(N=Cc4ccc(C(C)C)cc4)cc3)cc2)cc1	58	49	12	74*	67	76*
NCCCN(CCCCN(CCCN)CCCc1ccccc1)CCCc1ccccc1	-1	-40	2	-13	6	-31
CCC(C)(C)c1cc(O)c(C(C)(C)CC)cc1O	88*!	93*!	85*!	93*!	92*!	92*!
COC(=O)C(Cc1ccccc1)NC(=O)C(Cc1ccccc1)NC(=O)OC(C)(C)C (stereo not given)	-19	-4	-51	-7	0	-6
Nc1ccc(Nc2ccc(N)cc2S(=O)(=O)O)cc1	-2	-20	-120	-13	-23	15
OC(CI)C1OCOC2COCOC21 (stereo not given)	13	4	-4	-3	16	-4
CCCCCCC(C)CC(=O)O (stereo not given)	0	-4	-59	-5	-7	-21
C/C(CC(c1ccccc1)c1ccccc1)=N\Nc1ccc([N+](=O)[O-])cc1[N+](=O)[O-]	14	4	19	13	7	9
CCO/C(O)=C(/C#N)C(=O)NC1=NCCCCC1	5	8	-43	6	5	16
CC(=O)c1c(O)ccc2c(C)cc(=O)oc12	7	19	3	38	27	16
COC(=O)c1ccc(OCCC(=O)CCl)cc1	100*	100*	69	100*	100*	98*
COC1(C2COc3cc(OCc4ccccc4)ccc3C2=O)C=C2OCOC2=CC1=O (stereo not given)	-7	-18	-33	-17	9	-5
CCSC(SCC)C(O)C(O)C(O)C(O)CO (stereo not given)	17&0&18	-14&1&46	-35&-22&-6	-3&0&4	-11&2&6	-5&14&15
CCOC(=O)/C(=C\c1ccc(CO)o1)P(=O)(OCC)OCC	-23	-11	-15	-21	-16	4
O=c1c2cn[nH]c2nc2scc(-c3ccc(Cl)cc3)n12	6	-23	10	4	8	6
CCOC(=O)N/N=C/c1ccc(O)cc1	-1	5	-1	8	35	20
Next section
SMILES	sgs1 mgt1	yeast mec2-1	cln2 rad14	yeast rad50	bub3	yeast mlh1 rad18
O=C(c1ccccc1)N1OC2C=CC1CC2 (stereo not given)	5	5	-34	5	-2	-2
CC(c1ccccc1)c1cc(C(C)(C)C)ccc1O (stereo not given)	100*	100*	99*	100*	99*	99*
N#Cc1ccc(C(=O)/C=C/c2ccc(O)c(O)c2)cc1	18	27	14	3	16	-13
CC(=O)c1c(N)nnc(-c2ccccc2)c1-c1ccccc1	15	5	-20	9	-5	2
CC(CN1CCCC1)C(O)(Cc1ccccc1)c1ccccc1 (stereo not given)	.	-3	.	0	.	-4
COc1c2occc2c(OC)c2c(=O)cc(/C=C/c3cccnc3)oc12	8	2	10	3	19	-2
CC1(C)Cc2nc3ccccc3nc2-c2ccccc21	13	16	43	-7	4	0
CC(C)NC1(C(N)=O)CCNCC1	-7	-21	7	4	3	7
CCCCNC(=O)/C=C/C(=O)NCCCC	-1	2	-36	12	-7	-2
CN(C)/C(N)=N\c1nc2ccc(Cl)cc2s1	8	11	16	11	-11	9
CS(=O)(=O)CCCCCCCCCCC(=O)O	3	14	4	-5	10	15
CCCc1cc(-c2cccc3ccccc23)c(CCC)c2c1-c1cccc3cccc-2c13	-10	25	6	19	2	9
CC(C)CCCC(C)C1CCC2C3CCC4Cc5c(c6ccccc6n5C)CC4(C)C3CCC12C (stereo not given)	-6	35	-28	-13	-9	22
COc1ccc(/C=C2\NC(=O)NC2=O)cc1	-1	-7	24	-2	6	19
Nc1nc(Cl)cc(CCCCc2ccccc2)n1	22	38	-3	5	65	24
Cc1ccc(/C=C/C(=O)O)cc1	-37	-32	-24	-29	-35	-27
CCc1ccc(-c2cc(-c3ccc(CC)cc3)cc(-c3ccc(CC)cc3)c2)cc1	-19	-10	0	20	-5	8
C=CCOC(=O)c1cccc(C)c1	-1	0	-41	10	10	8
O=C(O)Cc1cc(CC(=O)O)cc(CC(=O)O)c1	6	-19	5	-4	2	-18
O=C(Cc1ccc([N+](=O)[O-])cc1)ON1C(=O)CCC1=O	-5	3	-19	-12	-20	6

Gathered by group, the entries above with a furan ring, fused or not (three)
SMILES	sgs1 mgt1	yeast mec2-1	cln2 rad14	yeast rad50	bub3	yeast mlh1 rad18
O=Cc1ccc(C=O)o1	29	-2	6	4	-12	14
CCOC(=O)/C(=C\c1ccc(CO)o1)P(=O)(OCC)OCC	-23	-11	-15	-21	-16	4
COc1c2occc2c(OC)c2c(=O)cc(/C=C/c3cccnc3)oc12	8	2	10	3	19	-2

Going on with the list.
SMILES	sgs1 mgt1	yeast mec2-1	cln2 rad14	yeast rad50	bub3	yeast mlh1 rad18
COc1cc(C2c3cc4c(cc3OC(Nc3ccc(C(=O)O)cc3)C2C)OCO4)cc(OC)c1OC (stereo not given)	8	22	-20	19	19	28
Nc1nc(-c2ccc(-c3ccccc3)cc2)cc(=O)[nH]1	-5	28	-8	0	8	-26
Cc1cccc(C)c1NC(=O)Nc1ccc(Cl)c(Cl)c1	2	2	-14	0	-2	-28
CCCCCN(CCCCC)C(=S)Nc1ccccc1	77*	80*	81*	85*	88*	89*
Nc1nc(N)nc(C2CCC2c2nc(N)nc(N)n2)n1 (stereo not given)	13	17	-14	-34	13	22
Brc1ccc(Br)nc1	-10	-5	8	-8	-10	-13

Screening data from PubChem BioAssay.
